High-throughput results (PubChem)
CHO parental Ca: counter-screen for OX1R antagonists: effect in parental CHO cells. parental CHO-K1, ATP-induced calcium, Fluo-8 fluorescence. inhibition, % at 5.6 µM. 0.63% of 330,000 active;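 active = inhibition above that plate's mean sample inhibition plus 3 SD, cut at about 26% in these data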;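 note: 0% = ATP-challenged DMSO wells and 100% = DMSO wells without ATP; some compounds past the cut are filed as inactive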
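Material – parental CHO cells · Reagent – ATP stimulus · Compound – single nominal dose of 5.6 µM per compound · Detection – Fluo-8 fluorescence · Read-out basis – percent inhibition of calcium signal · Controls – ATP-challenged DMSO wells low, unchallenged DMSO wells high · Repeats – no replicates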
TAAR1 antag: human TAAR1 antagonism; CHO RD-HGA16 TAAR1, Fluo-8 calcium fluorescence, antagonist; inhibition, % at 3 µM; 1.5% of 360,000 active;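 active = inhibition above a per-plate cutoff, the mean inhibition of test compounds on that plate plus 3 SD, cut at about 49% in these data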;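 note: 0% = DMSO plus EC80 beta-PEA response and 100% = DMSO alone without agonist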
Target sequence (Q96RJ0 whole entry, looked up): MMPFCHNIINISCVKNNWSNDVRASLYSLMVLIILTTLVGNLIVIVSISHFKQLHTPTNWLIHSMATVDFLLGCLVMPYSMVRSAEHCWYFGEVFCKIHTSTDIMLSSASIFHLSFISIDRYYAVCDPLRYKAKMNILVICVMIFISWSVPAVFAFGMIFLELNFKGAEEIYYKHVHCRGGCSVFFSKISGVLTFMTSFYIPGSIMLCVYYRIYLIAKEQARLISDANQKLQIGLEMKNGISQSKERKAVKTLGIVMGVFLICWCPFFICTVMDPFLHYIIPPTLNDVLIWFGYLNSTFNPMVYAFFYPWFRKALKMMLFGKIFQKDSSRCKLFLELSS
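Test system – hTAAR1-expressing CHO RD-HGA16 cells, Gα16-coupled · Also added – β-PEA at EC80 concentration, post-compound challenge · Compound – 3 µM, single point · Incubation – dye loading 75 min at 37 °C, then 30 min room temperature · Measured by – Fluo-8 intracellular calcium dye fluorescence, real-time kinetic reads · Benchmarks – vehicle and agonist controls · Replicates – singlicate, one well per test compound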
M1 PAM parental: M1 PAM counterscreen hit in parental CHO-K1 cells. 0.02% of 360,000 active. ATP EC20, Fluo-8 calcium fluorescence; 0% at ATP EC20, 100% at ATP max. activation, % at 3 µM. AID 602247;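 active = activation above the run cutoff, the mean activation of all test compounds plus 3 SD, cut at about 40% in these data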;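 note: peak over basal fluorescence ratio in a 140 s read after ATP addition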
CHO-K1 Ca antag: counter-screen for M1 antagonists: effect in parental CHO-K1 cells; ATP-induced calcium, Fluo-8 fluorescence; inhibition, % at 3 µM; 0.6% of 360,000 active; AID 602250;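 active = inhibition above a per-plate cutoff, the plate's mean sample inhibition plus 3 SD, cut at about 24% in these data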;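 note: 0% = DMSO plus EC80 ATP and 100% = DMSO alone without ATP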
V1aR counter: activates human V1a receptor in oxytocin agonist counter-screen; P37288; CHO-V1R cells, Fluo-8 calcium fluorescence, agonist mode; 0% DMSO, 100% 3 nM vasopressin; activation, % at 3 µM; 0.25% of 320,000 active; AID 2797;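 active = activation above the mean activation of all tested compounds plus 3 SD, per screening run, cut at about 20% in these data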;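 note: signal is peak over basal fluorescence ratio across a 100 second FLIPR read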
GPR7 antag: antagonists of human GPR7 (neuropeptides B/W receptor 1). AID 1861. 1.1% of 290,000 active. P48145. GPR7-expressing cells, fluorescence antagonist assay. inhibition, % at 4.4 µM; in the data active = inhibition above about 16%, passing the limit was not always enough;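 note: cells stimulated with the agonist NPW; 0% = agonist with vehicle and 100% = vehicle without agonist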
Target sequence (P48145 whole entry, looked up): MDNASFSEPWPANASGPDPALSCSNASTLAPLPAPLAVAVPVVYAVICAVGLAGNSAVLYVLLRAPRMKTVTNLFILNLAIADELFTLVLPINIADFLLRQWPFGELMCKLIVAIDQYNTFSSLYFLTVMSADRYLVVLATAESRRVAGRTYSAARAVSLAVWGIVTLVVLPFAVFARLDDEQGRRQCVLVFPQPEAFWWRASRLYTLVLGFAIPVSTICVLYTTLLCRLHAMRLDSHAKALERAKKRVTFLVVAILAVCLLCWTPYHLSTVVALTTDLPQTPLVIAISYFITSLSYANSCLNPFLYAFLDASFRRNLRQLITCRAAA
M1 ag parental: counter-screen for M1 agonists: effect in parental CHO-K1 cells | Fluo-8 calcium fluorescence; scaled to maximal ATP response, vehicle zero | activation, % at 3 µM | 0.48% of 360,000 active | AID 602248; in the data active = activation above about 15%;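 note: untransfected CHO-K1 host cells lacking M1 receptor as counterscreen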
OXTR potentiator: human OXTR potentiation. CHO-OTR cells, Fluo-8 calcium fluorescence, potentiator mode; 0% = oxytocin EC15, 100% = EC100. 0.061% of 320,000 active. P30559. activation, % at 3 µM;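 active = activation above that plate's cutoff, the mean activation of tested compounds plus 3 SD, cut at about 6.6% in these data, passing the limit was not always enough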;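 note: 100% uses oxytocin at 75 nM as the full agonist control; some results filed as inactive read as strong as hits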
Target sequence (P30559 whole entry, looked up): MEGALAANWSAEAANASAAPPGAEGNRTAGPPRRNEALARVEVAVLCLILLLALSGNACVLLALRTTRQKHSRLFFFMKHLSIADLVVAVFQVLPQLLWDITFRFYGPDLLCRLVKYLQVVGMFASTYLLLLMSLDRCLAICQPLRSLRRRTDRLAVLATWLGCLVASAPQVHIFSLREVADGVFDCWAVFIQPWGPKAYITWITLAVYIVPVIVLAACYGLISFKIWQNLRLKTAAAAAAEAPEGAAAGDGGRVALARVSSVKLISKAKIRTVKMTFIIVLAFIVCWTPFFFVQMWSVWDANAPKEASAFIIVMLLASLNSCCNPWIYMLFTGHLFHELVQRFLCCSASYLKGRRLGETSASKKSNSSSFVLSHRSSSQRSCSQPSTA
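assay system = CHO-OTR cells, human receptor | schedule = compound 6 min at room temperature before oxytocin, 100 s read | detection = Fluo-8 intracellular calcium fluorescence, ex 470-495, em 515-575 nm | evaluation = normalized max/min fluorescence ratio, % activation | control set = EC15 oxytocin alone as 0%, 75 nM oxytocin (EC100) as 100%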
OXTR agonist: human OXTR agonism | P30559 | CHO-OTR cells, Fluo-8 calcium fluorescence; normalized: DMSO 0%, oxytocin 100% | 0.32% of 320,000 active | activation, % at 3 µM;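 active = activation above the mean of all tested compounds plus 3 SD, cutoff set per screening run, cut at about 20% in these data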;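 note: peak over basal fluorescence ratio from a 100 s FLIPR kinetic read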
* hit, by the source's call; · = no result given. This is a random part of the collection; about 3.5% have a hit in one of these screens.

SMILES	CHO parental Ca	TAAR1 antag	M1 PAM parental	CHO-K1 Ca antag	V1aR counter	GPR7 antag	M1 ag parental	OXTR potentiator	OXTR agonist
CCOc1ccccc1NC(=O)c1ccc(OCC)c([N+](=O)[O-])c1	-18	9	-1	0	6.5	-3	0.3	-5	-0.6
COc1ccc(N(CC(=O)N2CCc3ccccc3C2)S(=O)(=O)c2c(C)nn(C)c2C)cc1	-18	10	4	4	1.6	-10	1.4	-7	0.6
O=S(=O)(c1ccc(N2CCOCC2)c(Cl)c1)N1CCOCC1	-5	6	-17	-3	2.7	-8	1.0	-10	2.0
Cn1nnnc1SCC(=O)Nc1nc2ccccc2s1	-4	12	2	-8	0.5	-5	0.6	-11	0.7
COC(=O)C1=C(C)N(CC(C)C)C(=O)C1	-8	-12	4	-7	0.5	-13	0.1	3	0.6
O=C(O)c1ccc(NC(=O)c2ccccc2NC(=O)c2ccccc2Br)cc1	6	8	4	-7	-1.1	-17	0.1	-7	0.9
FC(F)(F)c1cccc(Cn2cnc(NC(=S)NCCc3ccccc3)n2)c1	-20	-5	14	-8	0.7	-21	0.8	-3	0.0
O=C(CCNC(=O)c1ccc(Cl)cc1)Nc1ncccc1O	-2	-23	-7	-1	0.7	-16	0.2	-5	-0.3
Cc1cc(C)n2nc(SCc3c(F)cccc3Cl)nc2n1	-4	-18	-7	-16	-0.3	-7	-0.1	-12	-1.0
Cc1ccc(S(=O)(=O)N(C)CC(=O)N2CCC(C(N)=O)CC2)cc1	·	4	-7	2	·	-2	-0.5	·	·
CCn1cc([N+](=O)[O-])c(C(=O)NCc2ccc(Cl)cc2)n1	0	8	5	-2	-0.7	-5	0.1	-7	0.0
COc1cccc(CN2CCN(Cc3ccc4cccc(F)c4n3)CC2CCO)c1 (stereo unspecified)	-13	-15	-6	-3	1.1	-22	2.0	5	1.4
CC1=Nc2cc(C(=O)NCC3CCCO3)ccc2Sc2ccc(Br)cc21 (stereo unspecified)	-26	-2	12	-7	3.2	-6	6.8	-4	3.0
CC(=O)N1CCN(Cc2nc3cc(NC(=O)c4ccccc4C)ccc3n2C)CC1	-6	9	14	-11	0.7	-8	0.1	1	0.1
O=[N+]([O-])c1cccc2nc3ccccc3c(NCCCn3ccnc3[N+](=O)[O-])c12	·	-7	-2	-8	·	·	2.6	·	·
O=C(Nc1cccnc1)NC1CCCCC1	-1	-1	10	-11	-0.1	-3	0.2	-10	-0.2
CN(C)CCNC(=O)C12CC3(C)CC(C)(CC(C)(C3)C1)C2	-4	6	17	-5	1.1	9	0.8	-15	1.6
O=C(C1CC(=O)N(c2ccc3c(c2)OCCO3)C1)N1CCN(c2cccc(C(F)(F)F)c2)CC1 (stereo unspecified)	-15	10	11	-6	10	·	2.2	-10	7.1
Cc1cccc(C)c1NC(=O)C(=O)NCC1CCCN1S(=O)(=O)c1ccccc1 (stereo unspecified)	-21	-17	-31	19	0.0	·	-0.2	-12	-1.9
Cc1ccc(/C=C2/SC(=S)N(CCC(=O)N3CCN(C)CC3)C2=O)cc1	-20	-2	-8	-4	1.1	1	1.6	-25	0.7
CC(=O)c1c(C)[nH]c(C(=O)N2CCN(c3ccc(F)cc3)CC2)c1C	-20	1	22	-20	5.5	-4	5.5	-7	4.5
Cc1cccc(C)c1NC(=O)C(NC=O)c1ccccc1 (stereo unspecified)	-9	-1	4	-2	-0.1	4	-0.4	3	0.5
c1ccc2c(Cn3ccnc3)cccc2c1	0	-10	19	-13	0.9	-14	0.3	-1	0.1
CCOc1ccc(Oc2c(C)oc3cc(O)ccc3c2=O)cc1	-18	2	15	-12	1.0	-7	2.8	-18	0.3
CN1CCN(S(=O)(=O)c2ccc(Sc3nc4ccccc4[nH]3)c3nsnc23)CC1	-11	10	19	-7	4.0	-3	3.0	-9	3.8
CCN1CCN(C(=O)C(C)Sc2nnc3nc(C)cc(C)n23)CC1 (stereo unspecified)	-7	-5	1	-12	0.7	·	0.1	-3	1.9
COCCCN(CCC#N)C(=O)c1c(-c2c(Cl)cccc2Cl)noc1C	-11	-26	27	-13	4.7	-7	0.5	1	-1.1
NC1=Nc2cccc3cccc1c23	11	18	-17	11	0.0	-10	0.8	-7	0.0
COc1ccc(CNC(=O)c2cc3c(=O)[nH]c4ccccc4c3n2C)cc1	-7	-8	20	-16	1.2	3	1.1	-9	1.1
C=CS(=O)(=O)N(Cc1ccccc1)[C@H](CO)CC(C)C	·	2	11	-16	·	·	0.5	·	·

Among those listed so far, these contain bromine:
SMILES	CHO parental Ca	TAAR1 antag	M1 PAM parental	CHO-K1 Ca antag	V1aR counter	GPR7 antag	M1 ag parental	OXTR potentiator	OXTR agonist
O=C(O)c1ccc(NC(=O)c2ccccc2NC(=O)c2ccccc2Br)cc1	6	8	4	-7	-1.1	-17	0.1	-7	0.9
CC1=Nc2cc(C(=O)NCC3CCCO3)ccc2Sc2ccc(Br)cc21 (stereo unspecified)	-26	-2	12	-7	3.2	-6	6.8	-4	3.0

Next part:
SMILES	CHO parental Ca	TAAR1 antag	M1 PAM parental	CHO-K1 Ca antag	V1aR counter	GPR7 antag	M1 ag parental	OXTR potentiator	OXTR agonist
Cc1cc(NCc2ccc(F)cc2Cl)n2nnnc2n1	-16	-4	14	4	1.9	6	0.8	-13	-0.6
CC1(C(=O)NS(=O)(=O)c2ccccc2)CCN1C(=O)c1cccc2ccccc12 (stereo unspecified)	·	-4	22	-11	·	·	0.7	·	·
CCCCn1c(N)c(N2CCOCC2)c(=O)n(CC(=O)NC(C)c2ccccc2)c1=O (stereo unspecified)	-8	20	7	-7	0.3	-2	0.1	-3	0.5
COc1ccc(-c2cn3cccnc3n2)cc1Br	-3	7	22	-10	-0.8	-1	0.0	-5	0.0
Cc1ccc(OCC(=O)N/N=C\c2ccncc2)c(C)c1	-8	-14	-2	-3	1.8	-4	0.9	-2	0.8
CCN(CC)S(=O)(=O)c1ccc(NC(=O)C2CCCO2)cc1 (stereo unspecified)	-1	4	12	-16	0.3	-1	0.2	4	1.1
CC(C)=C(c1ccc(Cl)cc1)c1c(N)ncnc1N	·	-1	-2	-2	·	·	1.0	·	·
O=C(Nc1nc2c(Cl)c(Cl)ccc2s1)C1CC1	-5	6	4	-2	-1.4	11	0.0	-4	-2.0
COc1ncc(-c2ccc3c(c2)S(=O)(=O)c2cccc(C(=O)O)c2C3=O)cn1	7	3	-1	-7	-0.7	·	0.2	-4	1.0
Cc1ccc(C)c(N2CCN(C(=O)CCCOc3cc(=O)n(C)c4ccccc34)CC2)c1	-14	54*	13	15	0.7	-11	6.4	-4	-1.4
NC(=O)C1(N2CCCC2)CCN(Cc2ccccc2)CC1	·	-18	-14	18	·	·	0.0	·	·
CC(=O)c1ccc(NC(=O)C(C)Oc2ccc(N(C)S(=O)(=O)c3ccc(C)cc3)cc2)cc1 (stereo unspecified)	0	30	2	-15	6.3	·	11	-10	7.5
CC(C)CCNc1nc2c(cc1C#N)COC(C)(C)C2	-12	2	7	-8	-1.1	-2	-0.2	-19	-2.2
CCc1ccc(S(=O)(=O)Nc2ccc(Br)cn2)cc1	-8	-8	4	-8	-1.3	-2	0.2	1	-1.5
O=C(NNC(=S)NCCCN1CCOCC1)c1ccncc1	16	5	13	-13	0.4	-14	1.0	-14	0.2

Record cards, as listed above. Screens in order: CHO parental Ca	TAAR1 antag	M1 PAM parental	CHO-K1 Ca antag	V1aR counter	GPR7 antag	M1 ag parental	OXTR potentiator	OXTR agonist
NC(=O)C1(N2CCCC2)CCN(Cc2ccccc2)CC1 is entered as ·	-18	-14	18	·	·	0.0	·	·
COc1ccc(-c2cn3cccnc3n2)cc1Br is entered as -3	7	22	-10	-0.8	-1	0.0	-5	0.0

Gathered by group, those above containing an aryl methoxy group (five)
SMILES	CHO parental Ca	TAAR1 antag	M1 PAM parental	CHO-K1 Ca antag	V1aR counter	GPR7 antag	M1 ag parental	OXTR potentiator	OXTR agonist
COc1ccc(N(CC(=O)N2CCc3ccccc3C2)S(=O)(=O)c2c(C)nn(C)c2C)cc1	-18	10	4	4	1.6	-10	1.4	-7	0.6
COc1cccc(CN2CCN(Cc3ccc4cccc(F)c4n3)CC2CCO)c1 (stereo unspecified)	-13	-15	-6	-3	1.1	-22	2.0	5	1.4
COc1ccc(CNC(=O)c2cc3c(=O)[nH]c4ccccc4c3n2C)cc1	-7	-8	20	-16	1.2	3	1.1	-9	1.1
COc1ccc(-c2cn3cccnc3n2)cc1Br	-3	7	22	-10	-0.8	-1	0.0	-5	0.0
COc1ncc(-c2ccc3c(c2)S(=O)(=O)c2cccc(C(=O)O)c2C3=O)cn1	7	3	-1	-7	-0.7	·	0.2	-4	1.0

Further entries follow:
SMILES	CHO parental Ca	TAAR1 antag	M1 PAM parental	CHO-K1 Ca antag	V1aR counter	GPR7 antag	M1 ag parental	OXTR potentiator	OXTR agonist
O=C(C[C@H]1C[C@H](C(=O)N2CCOCC2)[C@@]2(CCC3CCCC3)c3[nH]c4cc(-c5ccco5)ccc4c3CCN2C1=O)NCc1ccco1	-14	-17	23	-15	·	·	0.2	·	·
CCNC(=O)C1(C)CCCN1Cc1ccccc1Cl (stereo unspecified)	·	-12	2	-13	·	·	0.4	·	·
C#CCN(C[C@@H]1[C@@H](OC(=O)NCc2ccc(OC)c(OC)c2)[C@@H](OC(=O)NCc2ccc(OC)c(OC)c2)Cn2c(=O)ccc(=O)n21)S(=O)(=O)c1ccc(C)cc1	·	-15	11	-5	·	·	0.9	·	·
CCSCc1nnc(SCC(=O)Nc2nc(C)cs2)n1C	-16	-26	·	·	0.3	5	·	-5	-0.2
Cc1ccccc1OCCNC(=O)CSc1ccc(C(F)(F)F)cc1[N+](=O)[O-]	-10	-9	22	-6	0.6	0	3.2	-7	-0.8
COC(=O)C(NC(=O)CCc1c(C)nc2c(c(C)nn2-c2ccccc2)c1C)C(C)C (stereo unspecified)	·	1	-8	-7	·	20	2.9	·	·
CC1(C)Cc2c(cnn2-c2cccc(F)c2)C(NC(=O)Cn2cccn2)C1 (stereo unspecified)	·	-23	17	-7	·	-2	0.7	·	·
COc1ccc(CCNS(=O)(=O)CCNC(=O)c2ccccc2)cc1	-22	19	5	-6	-0.8	·	0.8	-10	-0.4
